Source: PubChem
RGS4-Gao reg = modulates binding of RGS4 to human Galphao. Multiplexed bead flow cytometry; actives lie on both sides. binding response (% of control), % at 10 µM. 220,000 tested, 0.33% active. P09471; in the data active = binding response below about 49% or above about 150%; inactive = in between;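 note: fluorescent Galphao activated with aluminum fluoride binding bead-coupled RGS4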
ABCB1 inh = blocks JC-1 efflux by human ABCB1 transporter | P08183 | inhibition, % at 6.6 µM | AID 1326 | CCRF-Adr cells, flow cytometry | 190,000 tested, 0.067% active; in the data active = inhibition above about 40%;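 note: 0% = vehicle and 100% = reference inhibitor; higher value means more JC-1 retained so stronger ABCB1 efflux block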
ABCG2 block = human ABCG2 inhibition, ABCB1 as counter-screen | inhibition, % at 6.6 µM | IgMXP3 cells, JC-1 efflux, flow cytometry | 190,000 tested, 0.1% active | Q9UNQ0;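 active = inhibition above 80%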;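 note: 0% = DMSO and 100% = nicardipine control wells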
Target sequence (Q9UNQ0 whole entry, looked up): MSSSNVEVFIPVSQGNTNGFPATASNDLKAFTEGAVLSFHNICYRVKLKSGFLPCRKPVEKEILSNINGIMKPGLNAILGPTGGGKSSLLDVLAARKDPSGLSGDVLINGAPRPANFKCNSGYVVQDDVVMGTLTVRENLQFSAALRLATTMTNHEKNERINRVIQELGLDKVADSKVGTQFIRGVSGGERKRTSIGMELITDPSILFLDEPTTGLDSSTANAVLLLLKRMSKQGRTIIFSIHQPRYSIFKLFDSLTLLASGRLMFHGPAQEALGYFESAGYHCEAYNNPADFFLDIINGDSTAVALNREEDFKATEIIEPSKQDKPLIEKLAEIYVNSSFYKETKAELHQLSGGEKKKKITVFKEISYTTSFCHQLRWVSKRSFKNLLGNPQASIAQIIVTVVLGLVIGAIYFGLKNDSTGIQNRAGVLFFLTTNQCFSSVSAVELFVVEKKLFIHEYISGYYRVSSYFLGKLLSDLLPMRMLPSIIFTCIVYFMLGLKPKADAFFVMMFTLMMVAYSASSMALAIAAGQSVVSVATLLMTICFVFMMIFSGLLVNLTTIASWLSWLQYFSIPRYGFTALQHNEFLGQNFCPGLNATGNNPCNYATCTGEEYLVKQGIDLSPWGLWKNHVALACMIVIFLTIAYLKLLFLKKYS
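Read-out basis: Efflux inhibition in percent versus controls | Test system: ABCG2 IgMXP3 and barcoded ABCB1 CCRF-Adr cell mix | Quantity: 3 million cells/mL in well | Schedule: 10 min at 25 °C | Control set: Nicardipine as high control, DMSO as low control | Reagent: JC-1 as fluorescent efflux pump substrate | Signal: Flow cytometry of retained JC-1 fluorescence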
Bcl-B Bim block = inhibitors of Bim-Bcl-B interaction, human; bead-based flow cytometry, Bim peptide-Bcl-B binding; inhibition, % at 10 µM; Q9HD36; 190,000 tested, 0.073% active;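 note: 0% = tracer peptide without compound and 100% = reference inhibitor peptide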
Target sequence (Q9HD36 whole entry, looked up): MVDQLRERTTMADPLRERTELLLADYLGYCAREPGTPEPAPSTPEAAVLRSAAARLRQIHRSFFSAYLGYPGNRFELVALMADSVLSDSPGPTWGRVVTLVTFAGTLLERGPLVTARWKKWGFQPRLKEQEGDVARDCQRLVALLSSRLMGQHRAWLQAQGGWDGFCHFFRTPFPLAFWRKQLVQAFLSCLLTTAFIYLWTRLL
Bim-Bfl-1 = inhibitors of Bim-Bfl-1 interaction, human. Q16548. Bead-based flow cytometry, Bim-Bfl-1 binding inhibition. inhibition, % at 10 µM. 190,000 tested, 0.12% active;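 note: 0% = wells without compound plus tracer and 100% = blocker peptide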
Bim-Bcl-2 = inhibitors of Bim-Bcl-2 interaction, human; P10415; Bead-based flow cytometry, Bim peptide-Bcl-2 binding; inhibition, % at 10 µM; 190,000 tested, 0.06% active; in the data active = inhibition above about 40%;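 note: 0% = no compound wells with probe peptide and 100% = reference peptide inhibitor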
RGS7-Gao = regulators of human RGS7-Galphao interaction. binding response (% of control), % at 10 µM. 220,000 tested, 0.35% active. AID 1439. Multiplexed bead flow cytometry, RGS7-Galphao binding; actives lie on both sides. P09471; in the data active = binding response below about 49% or above about 150%;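 note: fluorescent Galphao held in activated GDP-AlF4 state binding bead-coupled RGS7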
Avidin fluor = compound fluoresces at 488/530 nm on avidin beads. 220,000 tested, 0.38% active. fluorescence (KMESF) at 10 µM. compound fluorescence 488/530 nm, flow cytometry; active compounds read high; in the data active = fluorescence above about 47; note: inactives centre near 10
GSH bead fluor = GSH bead compound fluorescence profile; GSH beads flow cytometry, compound fluorescence 488/530 nm; active compounds read high; fluorescence (KMESF) at 10 µM; 190,000 tested, 0.25% active; AID 1776; in the data active = fluorescence above about 89;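 note: glutathione beads carrying GST-tagged Bcl family fusion proteins plus one bare bead set; values are compound well signal with DMSO vehicle wells as background; inactives centre near 16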
Bim-Bcl-W = disrupts Bim peptide binding to human Bcl-W; Q92843; bead-based flow cytometry; inhibition, % at 10 µM; 190,000 tested, 0.02% active; AID 952;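 note: 0% = bound tracer without compound and 100% = peptide blocker; higher means less fluorescent Bim peptide bound to Bcl-W beads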
Target sequence (Q92843 whole entry, looked up): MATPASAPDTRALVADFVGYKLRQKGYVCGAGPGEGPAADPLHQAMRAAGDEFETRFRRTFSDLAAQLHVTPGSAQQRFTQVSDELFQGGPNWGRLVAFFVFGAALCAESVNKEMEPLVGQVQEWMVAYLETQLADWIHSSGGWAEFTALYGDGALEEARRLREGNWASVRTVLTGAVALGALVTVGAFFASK
Bcl-XL Bim block = human Bim-Bcl-XL interaction inhibition; Q07817; Bim peptide-Bcl-XL binding, bead flow cytometry, fluorescence; inhibition, % at 10 µM; 190,000 tested, 0.04% active; AID 1007
* = called active by the depositor. Cut-off read from the data, not from the text of the source, unless noted: active = inhibition above about 40%.

SMILES	RGS4-Gao reg	ABCB1 inh	ABCG2 block	Bcl-B Bim block	Bim-Bfl-1	Bim-Bcl-2	RGS7-Gao	Avidin fluor	GSH bead fluor	Bim-Bcl-W	Bcl-XL Bim block
O=C(NC1CCCC1)C(=O)N(c1ccccc1F)C(C(=O)NCC1CCCO1)c1cccs1 (stereo not given)	101	0.1	1	0	-3	-3	102	10	13	-1	-1
COc1cccc(CN2C(=O)C3CCCN3c3ccc(S(=O)(=O)N4CCOCC4)cc32)c1 (stereo not given)	103	0.4	1	0	0	-2	97	33	15	-1	0
Cc1cccc(NC(=S)N(CCCN2CCCC2)Cc2cccn2Cc2ccc(Cl)cc2)c1	99	3.9	7	-7	-1	-7	100	8	18	-3	-2
Nc1nc(Nc2ccccc2)nc(NCc2ccco2)c1[N+](=O)[O-]	101	0.9	12	-7	1	-2	103	3	6	-2	-5
CCN(CC)CCNC(=O)/C(=C/c1cn(CC)c2ccccc12)NC(=O)c1cc(OC)c(OC)c(OC)c1	98	-0.5	-2	2	-3	2	95	8	22	1	2
O=C(Nc1ccc2c(c1)CCC2)c1cnc(Cl)c(Cl)c1	101	-2.5	0	-2	-6	-7	101	11	17	-3	-2
CCN(CC)c1ccc(/C=N/N2CCN(Cc3cccc4ccccc34)CC2)c(O)c1	104	0.9	1	-2	-4	-2	99	12	79	0	0
O=C(NC(=S)Nc1ccc(CN2CCOCC2)cc1)c1ccccc1[N+](=O)[O-]	97	0.1	0	-6	2	-6	93	12	12	-3	-3
Cc1nc2cc(NC(=O)Nc3ccc(N4CCOCC4)cc3)ccc2n1C	100	-1.1	-7	3	-3	0	97	6	32	0	0
COc1ccccc1C1CC(c2ccccc2)Nc2ncnn21 (stereo not given)	105	0.3	1	0	-5	-5	103	16	17	-7	-6
CCOc1cc(CNCCc2ccc(S(N)(=O)=O)cc2)ccc1OCc1ccccc1	104	0.5	1	0	2	0	103	11	16	2	1
Cc1c(O)ccc(/C(Cc2ccc3ccccc3n2)=N\O)c1O	104	-0.4	-1	2	0	-4	101	4	18	0	-2
Cc1cc(Nc2cccc(Cl)c2C)n2ncnc2n1	101	-0.3	7	-7	-5	-1	101	4	13	-5	-6
CCN(CC)C(=S)SCC(=O)c1ccc(Br)cc1	113	-0.1	0	-11	-2	-6	111	16	18	-7	-2
C(=N\n1cnnc1)/c1cn(-c2cccs2)nc1-c1ccccc1	106	-2.3	-5	7	6	6	105	11	9	6	4

Compound profiles, as listed above.
COc1ccccc1C1CC(c2ccccc2)Nc2ncnn21 (stereo not given) is listed as RGS4-Gao reg = 105; ABCB1 inh = 0.3; ABCG2 block = 1; Bcl-B Bim block = 0; Bim-Bfl-1 = -5; Bim-Bcl-2 = -5; RGS7-Gao = 103; Avidin fluor = 16; GSH bead fluor = 17; Bim-Bcl-W = -7; Bcl-XL Bim block = -6
Cc1cc(Nc2cccc(Cl)c2C)n2ncnc2n1 is listed as RGS4-Gao reg = 101; ABCB1 inh = -0.3; ABCG2 block = 7; Bcl-B Bim block = -7; Bim-Bfl-1 = -5; Bim-Bcl-2 = -1; RGS7-Gao = 101; Avidin fluor = 4; GSH bead fluor = 13; Bim-Bcl-W = -5; Bcl-XL Bim block = -6
Cc1cccc(NC(=S)N(CCCN2CCCC2)Cc2cccn2Cc2ccc(Cl)cc2)c1 is listed as RGS4-Gao reg = 99; ABCB1 inh = 3.9; ABCG2 block = 7; Bcl-B Bim block = -7; Bim-Bfl-1 = -1; Bim-Bcl-2 = -7; RGS7-Gao = 100; Avidin fluor = 8; GSH bead fluor = 18; Bim-Bcl-W = -3; Bcl-XL Bim block = -2

(next part)
SMILES	RGS4-Gao reg	ABCB1 inh	ABCG2 block	Bcl-B Bim block	Bim-Bfl-1	Bim-Bcl-2	RGS7-Gao	Avidin fluor	GSH bead fluor	Bim-Bcl-W	Bcl-XL Bim block
Cc1ccc(NC(=O)Cn2c(=O)cnc3ccccc32)cc1S(=O)(=O)N(C)C	103	1.0	1	-5	0	0	103	4	14	-1	-5
COc1ccc(CC(NC(C)=O)C(=O)NC2CCN(c3nc(C)cc(C)c3C#N)CC2)cc1 (stereo not given)	88	0.4	5	1	1	2	88	10	26	3	5
Cc1ccccc1N(C(=O)Cn1nnc2ccccc21)C(C(=O)NCc1ccco1)c1ccncc1 (stereo not given)	110	0.4	1	-7	-9	-8	113	6	49	0	2
CNC(=O)N(C1=NCC(C)S1)c1ccc(F)cc1F (stereo not given)	97	-0.1	0	-3	-9	-3	93	9	7	2	0
CCOC(=O)c1nnn(-c2nonc2-n2cccc2)c1C	100	0.1	1	-1	0	-2	99	36	13	0	0
COc1ccc2c(c1)c(C(=O)CNc1nc(C)cs1)c(C)n2C	93	0.7	3	1	2	-1	96	13	24	0	0
Cn1cnnc1SCNC(=O)C(F)(F)F	103	-0.1	0	-2	-1	-2	103	32	18	0	-1
CCOC(=O)c1c(C)n(C)c2ccc(OC(C)=O)cc12	108	-0.4	2	-1	-1	0	105	20	11	-2	-4
CCN(CC)C(=O)/C(=C\c1ccncc1)NC(=O)c1ccccc1	104	0.1	1	-8	-9	-6	124	27	14	-5	-7
COc1ccc(NS(=O)(=O)c2cccc(C(=O)O)c2)cc1	97	0.3	8	-9	-15	-11	102	19	40	-4	-5
CN(c1ccccc1C(=O)N1CCc2ccccc2C1)S(C)(=O)=O	97	0.0	0	0	1	0	99	8	18	-2	3
CCc1nc2cc3sc(CC)nc3cc2s1	102	0.8	2	-2	-1	-6	104	7	13	-6	-3
Cc1oc(-c2ccccc2Cl)nc1CN1CCCN(C(=O)c2ccco2)CC1	100	-0.7	-2	-3	-5	-2	99	10	16	0	-5
Cc1cc2c(N)cccc2nn1	81	3.5	28	33	0	9	63	10	13	6	5
CCN1CCN(C(=O)/C=C/c2ccc(C)o2)CC1	104	-0.4	7	5	-2	2	104	4	10	-1	-3
CCCC(=O)Nc1ccc(C(=O)NCCCn2ccnc2)cc1	96	0.6	-1	-11	-17	-11	101	15	31	-2	-13
Cc1c(NC(=O)COC(=O)/C=C/c2ccc(Cl)cc2)c(=O)n(-c2ccccc2)n1C	101	0.2	24	-3	-3	-1	100	11	13	-3	-2
Cc1ccc(C(=S)NCS(=O)(=O)c2ccc(C)cc2)cc1	95	-0.6	-2	-5	-1	-1	93	15	22	-1	-3
CCn1c(SCC(=O)Nc2ccccc2)nnc1C1CCCCC1	99	1.7	8	-41	-35	-34	99	9	50	-40	-29
Cc1cccc(-c2onc3ccc(C4(C)OCCO4)cc23)c1	103	0.1	2	-5	-10	-11	101	7	33	0	6
CN1CCN(CP(=O)(N2CCOCC2)N2CCOCC2)CC1	100	0.2	-1	-13	-21	-12	99	16	38	-4	-12
CCOC(=O)c1sc(NC(=O)CSc2nccc(C)n2)nc1C	100	0.1	1	-3	-3	0	107	31	12	0	-2
C=CCNc1ccc(N2C(=O)C3CCC(C)CC3C2=O)cc1[N+](=O)[O-] (stereo not given)	106	1.7	11	2	0	0	107	12	10	2	0
CC1CCc2sc(C(=O)OC(C)C(=O)Nc3ncc(Cl)cc3Cl)cc2C1 (stereo not given)	97	-0.1	0	-8	-16	-5	99	10	11	-4	-5
O=C(NC1(C(F)(F)F)Oc2ccccc2O1)N1CCCC1	99	0.3	0	-1	1	0	97	10	18	1	0
Cc1cc(S(=O)(=O)N2CCCOC2CNC(=O)C(=O)NCc2ccco2)ccc1F (stereo not given)	104	0.5	1	-2	-4	-1	103	12	23	1	0
CCCc1[nH]n(-c2ccc([N+](=O)[O-])cc2)c(=O)c1C=NCCc1c[nH]c2ccccc12	103	1.0	24	-4	-10	-7	104	10	39	4	1
CCOC(=O)/C=c1\s/c(=C(\C#N)C(=O)OCC)n(-c2ccccc2)c1=O	100	0.2	2	-3	-1	-1	96	21	11	-1	-1
Cc1ccc(C2/C(=C(/O)c3ccc(Cl)cc3)C(=O)C(=O)N2CC2CCCO2)o1 (stereo not given)	98	0.0	0	1	1	2	101	8	26	3	0
O=C(O)CCSCC(=O)c1ccc2c(c1)OCCO2	97	0.1	0	-7	-8	-4	98	5	33	-1	-8

4 of the compounds above, as labelled records.
mol: C=CCNc1ccc(N2C(=O)C3CCC(C)CC3C2=O)cc1[N+](=O)[O-] (stereo not given)
  RGS4-Gao reg = 106	ABCB1 inh = 1.7	ABCG2 block = 11	Bcl-B Bim block = 2	Bim-Bfl-1 = 0	Bim-Bcl-2 = 0	RGS7-Gao = 107	Avidin fluor = 12	GSH bead fluor = 10	Bim-Bcl-W = 2	Bcl-XL Bim block = 0

mol: CC1CCc2sc(C(=O)OC(C)C(=O)Nc3ncc(Cl)cc3Cl)cc2C1 (stereo not given)
  RGS4-Gao reg = 97	ABCB1 inh = -0.1	ABCG2 block = 0	Bcl-B Bim block = -8	Bim-Bfl-1 = -16	Bim-Bcl-2 = -5	RGS7-Gao = 99	Avidin fluor = 10	GSH bead fluor = 11	Bim-Bcl-W = -4	Bcl-XL Bim block = -5

mol: O=C(NC1(C(F)(F)F)Oc2ccccc2O1)N1CCCC1
  RGS4-Gao reg = 99	ABCB1 inh = 0.3	ABCG2 block = 0	Bcl-B Bim block = -1	Bim-Bfl-1 = 1	Bim-Bcl-2 = 0	RGS7-Gao = 97	Avidin fluor = 10	GSH bead fluor = 18	Bim-Bcl-W = 1	Bcl-XL Bim block = 0

mol: Cc1cc(S(=O)(=O)N2CCCOC2CNC(=O)C(=O)NCc2ccco2)ccc1F (stereo not given)
  RGS4-Gao reg = 104	ABCB1 inh = 0.5	ABCG2 block = 1	Bcl-B Bim block = -2	Bim-Bfl-1 = -4	Bim-Bcl-2 = -1	RGS7-Gao = 103	Avidin fluor = 12	GSH bead fluor = 23	Bim-Bcl-W = 1	Bcl-XL Bim block = 0

Following part.
SMILES	RGS4-Gao reg	ABCB1 inh	ABCG2 block	Bcl-B Bim block	Bim-Bfl-1	Bim-Bcl-2	RGS7-Gao	Avidin fluor	GSH bead fluor	Bim-Bcl-W	Bcl-XL Bim block
Cc1ccc(C(C)C)c(OCc2ccc(C(=O)N/N=C/c3cccc(O)c3O)cc2)c1	81	-0.6	0	-5	0	-2	78	13	9	-1	-6
COc1cc2c(cc1OC)C(C(C)C)=NC(C)(C)C2	100	-0.4	2	-1	2	1	99	5	27	4	0
COc1ccc(N=Cc2cc(Cc3ccccc3Cl)cc([N+](=O)[O-])c2O)cc1OC	86	2.1	5	-6	-3	-1	92	33	8	-1	-2
CN(C)c1cc[n+](CC(=O)Nc2cc(C(F)(F)F)ccc2Cl)cc1	105	0.2	1	-4	-9	-8	107	16	13	3	-1
c1ccc(CN2CCC(Nc3nc(-c4ccccc4)nc4ccccc34)CC2)cc1	105	1.6	1	-2	-1	0	106	38	18	-3	-2
CCOc1cc(S(=O)(=O)N2CCCCC2)ccc1Cl	60	0.3	4	0	-2	-4	69	1	30	0	-3
NC(=O)c1ccc(NCCCN2CCOCC2)c([N+](=O)[O-])c1	99	-0.5	4	0	-6	-4	99	11	10	0	-3
O=C(NCCc1c[nH]c2ccccc12)C(=O)NCC1OCCCN1S(=O)(=O)c1cc(F)ccc1F (stereo not given)	106	-0.5	-1	1	0	0	100	11	70	1	0
Cc1ccc(OCC(=O)Nc2ccc(-c3nc4ncccc4o3)cc2)c(C)c1	94	-0.2	-1	4	-2	1	94	33	35	-4	-4

Rows are unselected (roughly 1.3% active in at least one column).
